Screens as filed in PubChem BioAssay.
CSM14.1 death rescue: rescue of cells from ER stress-induced death, primary screen, 384-well, CSM14.1, thapsigargin, ATP luminescence (AID 1222) | cellular ATP content (survival), % at 20 µM, or EC50 in µM where a hit was titrated | CSM14.1 thapsigargin-induced death rescue, ATP luminescence; higher % means a stronger effect | 190,000 tested, under 10 active;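 active means EC50 below 50 µM in the dose-response confirmation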;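 further: death triggered by thapsigargin at about 15 µM added after 2 h compound pretreatment; cell ATP read after overnight thapsigargin exposure of roughly 18 to 22 hours; normalized against plate controls of thapsigargin alone and 5% DMSO vehicle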
Myeloid diff MLP: myeloid differentiation induction | calls only at 10 µM | ER-HoxA9 myeloid progenitors, lysozyme-GFP differentiation, flow cytometry | AID 624256 | hit rate 1% among 360,000;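 active means normalized GFP-positive differentiation at or above the plate's own cutoff, the solvent-only control mean plus 3 SD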;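 further: cells exposed to compound for four days before flow analysis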
UTI89 phage lysis: inhibition of K1F phage lysis, E. coli UTI89, bacterial capsule biogenesis inhibitors, alamar blue (AID 488966). E. coli UTI89 K1F phage lysis, alamar blue, 2 h; higher % means a stronger effect. inhibition, % at 100 µM; hits with a dose series show IC50 in µM. hit rate 0.02% among 340,000;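 active means phage lysis inhibition, versus mean bacterial control, above a set limit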;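 further: capsule biogenesis inhibitors block K1F phage lysis so surviving cells raise fluorescence; higher fluorescence means more inhibition of phage lysis; actives were called in the ten point dose series up to 300 µM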
TNAP activation fold: human TNAP enzyme activators, primary screen, biochemical, luminescent, no phosphate acceptor, uHTS (AID 1001); purified TNAP, luminescent activation assay, no phosphate acceptor; higher activation fold means a stronger effect; hit rate 0.03% among 200,000; one-dose activation fold at 20 µM; EC50 in µM for titrated hits; in the data active means activation fold from about 3, or a potency from the dose series; inactive means the rest, 99 in 100 with activation fold below about 1.6; further: many of its hits are not listed in these tables
PMI inhibition: MPI inhibition at elevated mannose 6-phosphate – biochemical, fluorescence intensity, high mannose 6-phosphate, primary screen (AID 1220). recombinant PMI enzyme, coupled fluorescence intensity; higher % means a stronger effect. inhibition, % at 20 µM, or IC50 in µM where a hit was titrated. hit rate 0.66% among 190,000
PMI inhibitors: MPI enzyme activity inhibition – biochemical, fluorescence intensity, coupled assay, primary screen (AID 1209); inhibition, % at 20 µM; hits with a dose series show IC50 in µM; purified PMI enzyme, coupled fluorescence intensity; higher % means a stronger effect; hit rate 0.42% among 190,000;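 further: plate controls were DMSO vehicle for no effect and wells lacking substrate for full effect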
P. falciparum M1AAP: malaria alanyl aminopeptidase activity blockers – biochemical, fluorogenic H-Leu-NHMec substrate, 1536-well (AID 1445); hit rate 0.42% among 220,000; recombinant M1AAP, H-Leu-NHMec fluorogenic kinetic assay; higher % means a stronger effect; inhibition, % at 30 µM, or IC50 in µM where a hit was titrated;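 active means primary inhibition above the hit cutoff, then over 50% inhibition at one or more dose response concentrations, cut at about 23% in these data, passing the limit was not always enough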;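 further: plate controls were DMSO full reaction for no effect and no enzyme background for full effect; strong numbers were not always called active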
WT yeast gro inh: growth inhibition of WT yeast, mitochondrial fusion screen; mitochondrial fusion phenotypic screen, WT strain; inhibition, % at 10 µM; hit rate 2.1% among 190,000; AID 1362; in the data active means inhibition above about 58%; tested in S. cerevisiae
Hep lipid drop: modulators of hepatic lipid droplet formation; hit rate 0.4% among 240,000; inhibition, % at 6.5 µM; AML12 mouse hepatocytes, oleate lipid droplets, BODIPY imaging; AID 1656;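 active means lipid droplet intensity inhibited by at least 50%, with more than 500 cells counted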
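Test system: AML12 hepatocytes (mouse); reagent: oleate loading, 100 µM; dosing: one dose, 6.5 µM compound; incubation: overnight exposure; signal: fluorescence imaging, 20x objective, two fields per well; read-out basis: % inhibition of corrected integrated BODIPY droplet signal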
WT yeast gro inh mutant strain: also measured in WT yeast gro inh; calls as there; inhibition, %; mitochondrial fusion phenotypic screen, mutant strain inhibition
Hep lipid drop cells 6.5 µM: second read-out of Hep lipid drop, no call of its own (marks repeat the call); cell count; measured here: cell count, cytotoxicity flag;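 cells counted across two imaged fields per well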
Myeloid diff MLP GFP+ MAC1+ %: further read-out of Myeloid diff MLP, marked with its call; GFP+ MAC1+ double positive, %; measured here: differentiation confirmed by MAC1 staining
Numbers without * were called inactive; i = inactive; nt = no result given; [ ] = another dose, or the depositor's remark. Unless noted, no stated cut-off is given here; in the data, active means inhibition above about 50%; inactive means the rest.

Screens in order: CSM14.1 death rescue	Myeloid diff MLP	Myeloid diff MLP GFP+ MAC1+ %	UTI89 phage lysis	TNAP activation fold	PMI inhibition	PMI inhibitors	P. falciparum M1AAP	WT yeast gro inh	WT yeast gro inh mutant strain	Hep lipid drop	Hep lipid drop cells 6.5 µM
COC(=O)/C=C/C(=O)N1CCN(c2ccccc2C)CC1
    8.7%	i	1.4	0.2%	1.1	11%	-5%	9%	1	0	1	618
Cc1[nH]c2ccccc2c1/C=C/c1nc2ccccc2c(=O)[nH]1
    nt	i	0.1	0.4%	nt	nt	nt	4%	nt	nt	6	642
CC(=O)Nc1nc(C(=O)Nc2c(C)n[nH]c2C)cs1
    -1.1%	i	0.3	0.8%	1.1	-2%	-5%	3%	9	3	nt	nt
COc1ccc(/C=C2\C(=O)NC(=S)N2C(=O)c2ccc(F)cc2)cc1
    -2.3%	i	0.9	0.3%[50 µM]	0.9	10%	2%	5%	16	-7	-6	575
Cc1cc2n(n1)C(c1ccco1)Nc1ccccc1-2 (stereo unspecified)
    -1.6%	i	0.8	0.2%	1.1	3%	5%	6%	39	21	nt	nt
CC(C)(C)NCC(O)COCc1ccc(Cl)cc1 (stereo unspecified)
    0.6%	i	0.5	0.1%	1.1	5%	10%	2%	2	-27	-12	725
OC(C#CCCN1CCCCC1)(c1ccccc1)C1CCCCC1 (stereo unspecified)
    nt	i	0.6	6.0%	nt	nt	nt	1%	nt	nt	2	738
O=C(CCn1nc(-c2ccc(Cl)cc2)c2ccccc2c1=O)NCC1CCCO1 (stereo unspecified)
    -1.6%	i	0.6	-1.6%	1.1	-6%	-8%	3%	18	17	-2	764
Cc1cc(C(=O)CSc2nnc(NCc3ccccc3)s2)c(C)n1C
    -1.8%	i	0.8	1.3%	1.1	7%	9%	7%	-26	8	nt	nt
O=C(Nc1nccs1)c1ccc(COc2ccccc2Cl)o1
    -1.6%	i	0.3	0.9%	1.1	6%	12%	-3%	8	24	5	693
CCOC(=O)CC(=O)CSc1nc2c(cc1C#N)CCCCCC2
    -3.7%	i	0.7	-0.4%	2	-2%	4%	19%	19	2	nt	nt
CCOC(=O)COc1ccc(S(=O)(=O)Nc2ccc3c(c2)OCO3)cc1
    -0.5%	i	11	-0.2%	1.1	9%	15%	7%	-19	-2	-2	666
N/C(=N\OC(=O)COc1ccc(Br)cc1)c1cccc([N+](=O)[O-])c1
    nt	i	0.3	-0.7%	nt	nt	nt	4%	nt	nt	4	686
Cc1cc2cc(C)c3nnc(SCc4ccccn4)n3c2cc1C
    6.0%	i	0.6	-4.2%	1	9%	20%	3%	3	7	6	639
Cc1cc(=O)[nH]c(SCC(=O)Nc2ccc(S(=O)(=O)N3CCCCC3)cc2)n1
    -0.8%	i	3.9	-0.9%	1	-3%	6%	4%	-4	-3	0	778
O=C(NCCCN1CCOCC1)C1CCC(=O)N1C1CCCCC1 (stereo unspecified)
    -0.1%	i	0.6	6.0%	1.1	3%	-2%	-1%	6	10	-11	729
O=C(O)c1ccc(N/N=C/c2ccc(-c3ccc(Cl)cc3Cl)o2)cc1
    nt	i	1.3	-0.2%	nt	nt	nt	19%	nt	nt	27	775
Cc1ccc2nc3c(cc(C(=O)NCc4cccnc4)c(=N)n3C(C)C)c(=O)n2c1
    -3.0%	nt	nt	nt	1.2	9%	2%	nt	nt	nt	nt	nt
CCc1ccc(N/C(SC)=C(/C#N)C(N)=O)cc1
    -0.2%	i	3.6	-0.6%	1	5%	5%	4%	7	-7	nt	nt
Nc1c(C(=O)NC2CCCCC2)nsc1C(=O)OCC(=O)NC1CCCCC1
    3.2%	i	1.1	-0.1%	1.1	-3%	-8%	5%	15	24	nt	nt
O=S(=O)(NCc1cccc(C(F)(F)F)c1)NCc1ccccc1F
    -0.7%	i	0.5	0.1%	1.1	1%	5%	2%	-5	-4	3	706
CC(Oc1ccc(Cl)cc1Cl)C(=O)NNC(=O)C(=O)N1CCCCC1 (stereo unspecified)
    -0.9%	i	0.9	2.7%[50 µM]	1.6	-5%	3%	7%	-32	-2	0	693
COc1ccc(Cn2c(=O)[nH]c3cc(C(=O)NCCCN4CCCCCC4)ccc3c2=O)cc1
    -1.1%	i	0.4	0.2%	1.1	-4%	-1%	8%	-21	-7	0	696
COC(=O)c1ccc(NC(=S)NN2CCCCC2c2cccnc2)cc1 (stereo unspecified)
    nt	i	0.5	-0.6%	nt	nt	nt	12%	nt	nt	-4	717
CC(Sc1nc2ccccc2n1C)C(=O)Nc1ccc(N2CCOCC2)cc1 (stereo unspecified)
    -2.1%	i	0.9	0.1%	1.1	2%	0%	-12%	8	-8	-2	698
COc1ccc(CNC(=O)c2coc(=O)c3ccccc23)c(OC)c1
    0.2%	i	0.5	0.3%	1.1	-3%	-4%	5%	-13	14	7	635
CC(C)n1cnc2cc(NCc3nc4ccccc4n3C)ccc21
    -5.0%	i	1.3	2.9%[50 µM]	1	42%	22%	9%	22	3	-6	770
Cc1nn(C)c(C(=O)Nc2ccc(Br)cc2F)c1Br
    -1.6%	i	0.4	0.7%[50 µM]	1	-2%	-7%	11%	-5	-23	4	660
Cc1cccc(N2CN=C3SCC(=O)N3C2)c1
    nt	i	0.3	-2.3%	nt	nt	nt	-2%	nt	nt	41	751
COc1cccc(CN2CCN(c3cccc(C(F)(F)F)c3)CC2)c1OC
    -2.3%	i	7.9	4.0%	1.1	-13%	-8%	-4%	24	17	-8	697

Reprinted from the results shown (two entries):
Screens in order: CSM14.1 death rescue	Myeloid diff MLP	Myeloid diff MLP GFP+ MAC1+ %	UTI89 phage lysis	TNAP activation fold	PMI inhibition	PMI inhibitors	P. falciparum M1AAP	WT yeast gro inh	WT yeast gro inh mutant strain	Hep lipid drop	Hep lipid drop cells 6.5 µM
O=C(O)c1ccc(N/N=C/c2ccc(-c3ccc(Cl)cc3Cl)o2)cc1
    nt	i	1.3	-0.2%	nt	nt	nt	19%	nt	nt	27	775
Cc1ccc2nc3c(cc(C(=O)NCc4cccnc4)c(=N)n3C(C)C)c(=O)n2c1
    -3.0%	nt	nt	nt	1.2	9%	2%	nt	nt	nt	nt	nt

Further structures:
Screens in order: CSM14.1 death rescue	Myeloid diff MLP	Myeloid diff MLP GFP+ MAC1+ %	UTI89 phage lysis	TNAP activation fold	PMI inhibition	PMI inhibitors	P. falciparum M1AAP	WT yeast gro inh	WT yeast gro inh mutant strain	Hep lipid drop	Hep lipid drop cells 6.5 µM
COCCN(C(=S)Nc1ccc(OC)cc1)C1CCN(C(C)C)CC1
    -1.6%	i	1.0	-1.9%	1.2	-8%	3%	-1%	18	12	0	593
O=C(NC(NCc1ccccc1)C(Cl)(Cl)Cl)c1cccnc1 (stereo unspecified)
    -2.2%	i	0.6	0.5%	1.1	2%	7%	11%	-10	-19	nt	nt
COc1ccc(C)cc1NC(=O)C(Sc1nnc2ccccn12)c1ccccc1 (stereo unspecified)
    0.2%	i	0.7	0.3%[50 µM]	1.1	4%	-1%	-1%	4	-14	nt	nt
O=C(CSc1nncs1)NCc1ccc(F)cc1
    -1.2%	i	0.8	0.4%	1.1	-10%	-5%	0%	-6	15	3	707
O=C(O)CCn1c(=S)oc2ccccc21
    -2.8%	i	1.1	-0.2%	1	-4%	-13%	6%	-5	5	22	775
Cc1cc(C)c(NC(=O)COC(=O)Cc2ccsc2)c(C)c1
    -1.4%	i	0.1	0.1%	1	-8%	-22%	-5%	-6	-10	0	771
O=C(NCc1cccs1)N[C@@H](Cc1ccccc1)C(=O)O
    -1.6%	i	5.4	0.1%	1.2	-2%	5%	0%	-5	6	11	800
O=C(NC(=S)Nc1nc(-c2ccccc2)cs1)c1cccnc1
    -1.7%	i	0.5	-2.0%	0.9	19%	15%	8%	10	10	0	731
O=C(CSCc1ccco1)c1ccc(Cl)s1
    -1.4%	nt	nt	nt	1.2	-3%	-7%	12%	8	2	nt	nt
CC(=O)Nc1ccccc1OCc1nnc(-c2cccs2)o1
    nt	i	1.1	2.0%	1.1	19%	19%	6%	0	8	-3	708
CCN(CC)CC(C)OC(=O)c1ccccc1Cl (stereo unspecified)
    -0.7%	i	1.2	-0.1%	1.1	4%	-4%	-1%	2	13	2	719
O=C(c1cc(-c2cccs2)on1)N1CCCc2ccccc21
    -1.8%	i	3.0	-1.2%	1	3%	6%	-2%	18	4	-32	610
Cc1csc(N)n1
    0.2%	i	3.3	2.9%	1.1	-5%	-6%	10%	-9	10	16	757
O=C(Nc1ccc(Cl)cc1)/C(=C/c1ccc([N+](=O)[O-])cc1)c1nc2ccccc2s1
    -2.7%	nt	nt	nt	1	2%	1%	9%	35	20	25	666
Cc1cnc(NC(=O)CSc2nnc(C)s2)s1
    -0.5%	i	1.0	0.2%	1	4%	7%	-1%	12	21	nt	nt
COC(=O)Cc1ccc(N(Cc2ccccc2F)S(=O)(=O)c2ccc(Br)cc2)cc1
    0.4%	i	0.2	-0.3%	1.1	9%	8%	8%	70*	65*	-17	778
CN=C(Nc1ccccc1OC)SC1CC(=O)N(c2ccc(C(=O)OC)cc2)C1=O (stereo unspecified)
    -2.0%	i	1.2	0.0%	1.1	10%	8%	-1%	-14	-1	-4	697
CN(C)S(=O)(=O)c1ccc(NC(=O)Cc2ccc(S(=O)(=O)N3CCOCC3)s2)cc1
    -0.4%	i	0.4	-0.1%	1.1	2%	-17%	9%	7	-3	48	694
COc1ccc(C(C[N+](=O)[O-])c2c(C)cc3ccccn23)cc1 (stereo unspecified)
    0.5%	i	0.9	-3.8%	1	20%	-6%	11%	3	3	-4	654
CCOC(=O)c1ccc(Nc2nnc(C(C)(C)C)c(=O)[nH]2)cc1
    -1.6%	i	1.4	0.7%	1	2%	18%	2%	16	0	nt	nt
O=C(Cn1[nH]c(=O)c2ccccc2c1=O)OCC(=O)N(Cc1ccccc1)Cc1ccccc1
    -0.2%	i	0.5	0.1%	1.2	10%	12%	-3%	-7	5	-2	796

As entered above:
UTI89 phage lysis with O=C(CSc1nncs1)NCc1ccc(F)cc1 = 0.4%
PMI inhibitors with CN=C(Nc1ccccc1OC)SC1CC(=O)N(c2ccc(C(=O)OC)cc2)C1=O (stereo unspecified) = 8%
Hep lipid drop with COc1ccc(C(C[N+](=O)[O-])c2c(C)cc3ccccn23)cc1 (stereo unspecified) = -4
Hep lipid drop cells 6.5 µM with COCCN(C(=S)Nc1ccc(OC)cc1)C1CCN(C(C)C)CC1 = 593
WT yeast gro inh mutant strain with O=C(NC(=S)Nc1nc(-c2ccccc2)cs1)c1cccnc1 = 10

Some of these compounds in order of the P. falciparum M1AAP value, ascending:
SMILES | P. falciparum M1AAP
O=C(c1cc(-c2cccs2)on1)N1CCCc2ccccc21 | -2%
COc1ccc(C)cc1NC(=O)C(Sc1nnc2ccccn12)c1ccccc1 (stereo unspecified) | -1%
Cc1nn(C)c(C(=O)Nc2ccc(Br)cc2F)c1Br | 11%
